FBW7 activator – human FBW7 E3 ligase activation, primary screen | AlphaScreen FBW7–phospho-cyclin E peptide binding, activator screen | normalized activity (activation), % at 26.1 µM | 650,000 tested, 0.13% active | AID 1259310; in the data active = normalized activity above about 1.9%;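 note: purified mutant Fbw7 with reduced substrate affinity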
GPR151 ag – human GPR151 activation | Q8TDV0 | PathHunter beta-arrestin GPR151 cells, luminescence | activation, % at 11.2 µM | 650,000 tested, 1% active | AID 1508602; in the data active = activation above about 4.9%;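 note: 0% = median of compound wells and 100% = cells with positive control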
Target sequence (Q8TDV0 whole entry, looked up): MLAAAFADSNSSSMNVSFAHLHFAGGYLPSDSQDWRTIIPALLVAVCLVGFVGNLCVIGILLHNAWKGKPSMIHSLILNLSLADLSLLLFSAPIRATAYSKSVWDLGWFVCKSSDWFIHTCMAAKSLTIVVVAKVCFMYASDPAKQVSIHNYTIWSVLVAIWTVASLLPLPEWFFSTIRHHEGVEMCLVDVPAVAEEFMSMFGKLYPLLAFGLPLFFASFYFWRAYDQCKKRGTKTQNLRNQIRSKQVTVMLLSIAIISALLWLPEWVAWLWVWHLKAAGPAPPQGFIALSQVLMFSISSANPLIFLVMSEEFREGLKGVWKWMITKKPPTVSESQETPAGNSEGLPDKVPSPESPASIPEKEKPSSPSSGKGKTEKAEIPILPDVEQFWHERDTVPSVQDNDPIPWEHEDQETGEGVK
TEAD-YAP block – TEAD-YAP interaction inhibition. HEK-TIYL cells, TEAD-Gal4/YAP UAS-luciferase luminescence. inhibition, % at 9.12 µM. 640,000 tested, 1.4% active; in the data active = inhibition above about 32%;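 note: 0% = median of test compound wells and 100% = reference inhibitor wells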
MITF primary – inhibitors of human MITF. inhibition, % at 2.6 µM. 650,000 tested, 0.91% active. O75030. AlphaScreen MITF homodimerization, bead proximity signal; in the data active = inhibition above about 50%;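 note: 0% = vehicle wells with protein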
Target sequence (O75030 whole entry, looked up): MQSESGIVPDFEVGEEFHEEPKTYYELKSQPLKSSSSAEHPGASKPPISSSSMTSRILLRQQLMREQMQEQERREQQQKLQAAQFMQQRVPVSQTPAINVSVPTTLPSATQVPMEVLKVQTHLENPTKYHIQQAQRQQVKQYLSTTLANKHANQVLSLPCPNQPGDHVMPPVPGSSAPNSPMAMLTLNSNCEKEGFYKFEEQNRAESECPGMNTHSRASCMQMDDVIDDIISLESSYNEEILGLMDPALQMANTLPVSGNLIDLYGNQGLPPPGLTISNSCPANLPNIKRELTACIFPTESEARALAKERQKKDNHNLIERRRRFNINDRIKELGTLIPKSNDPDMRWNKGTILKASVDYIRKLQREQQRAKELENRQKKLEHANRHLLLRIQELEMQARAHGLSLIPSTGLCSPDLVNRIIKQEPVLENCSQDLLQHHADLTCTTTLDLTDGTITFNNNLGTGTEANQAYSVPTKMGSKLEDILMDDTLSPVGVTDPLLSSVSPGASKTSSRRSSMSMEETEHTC
An asterisk follows results filed as active. The order is random; any-hit rate near 3.4%.

The first 5 records (preview)
Results follow in this order: FBW7 activator	GPR151 ag	TEAD-YAP block	MITF primary
1) C=CCOC(=O)C1=C(C)OC(N)=C(C#N)C1c1ccc(Br)cc1 (stereo not given)
  0.2	-1.1	-8	-4
2) COC(=O)/C=C/C(C(=O)OC)=C(\C)NCc1ccc(F)cc1
  -0.1	1.4	0	7
3) Cc1cc(NC(=O)C2CC2)n(-c2nc3ccc(F)cc3s2)n1
  0.7	0.6	13	5
4) CC(=O)C(Sc1nc(-c2ccco2)nc2c1c(=O)n(C)c(=O)n2C)C(C)=O
  -0.1	-1.5	1	8
5) CCNC(=O)C1CCCN1C(=O)OCC(C)C (stereo not given)
  0.1	0.0	8	6

Results, from the start:
Results follow in this order: FBW7 activator	GPR151 ag	TEAD-YAP block	MITF primary
1) C=CCOC(=O)C1=C(C)OC(N)=C(C#N)C1c1ccc(Br)cc1 (stereo not given)
  0.2	-1.1	-8	-4
2) COC(=O)/C=C/C(C(=O)OC)=C(\C)NCc1ccc(F)cc1
  -0.1	1.4	0	7
3) Cc1cc(NC(=O)C2CC2)n(-c2nc3ccc(F)cc3s2)n1
  0.7	0.6	13	5
4) CC(=O)C(Sc1nc(-c2ccco2)nc2c1c(=O)n(C)c(=O)n2C)C(C)=O
  -0.1	-1.5	1	8
5) CCNC(=O)C1CCCN1C(=O)OCC(C)C (stereo not given)
  0.1	0.0	8	6
6) CCOC(=O)c1cc2c(cc1CSc1nc3ccccc3c(=O)n1CC1COc3ccccc3O1)OCOC2 (stereo not given)
  -0.2	0.0	12	7
7) CCc1nc2sc(C(=O)c3ccc4c(c3)OCO4)c(N)c2cc1C
  0.6	0.3	40*	-5
8) COc1cccc(C2CC(=O)C(/C=N/NC(=O)c3ccc(Br)cc3)=C(O)C2)c1 (stereo not given)
  -0.3	-0.3	-6	5
9) CC1CCCCN1C(=O)COc1ccc(S(=O)(=O)N2CCCC2)cc1[N+](=O)[O-] (stereo not given)
  0.3	0.1	2	20
10) O=C(O)c1ccccc1NC1=C(Cl)C(=O)N(c2cccc(Cl)c2)C1=O
  0.0	-0.3	14	3
11) CCOc1ccccc1N(CC(=O)N1CCCC1)S(=O)(=O)c1ccc(C)cc1
  -0.2	6.0*	-1	-1
12) CCOC(=O)C1=C(C)N=c2s/c(=C\c3ccc(-c4ccc(C(=O)OCC)cc4)o3)c(=O)n2C1c1cccs1 (stereo not given)
  -0.2	-0.9	6	-6
13) NS(=O)(=O)c1ccc(N=C2c3ccccc3C(=O)C2c2ccccc2)cc1 (stereo not given)
  -0.1	0.1	-11	5
14) CC1Cc2cc(C(=O)CCl)ccc2N1S(C)(=O)=O (stereo not given)
  -0.1	0.7	-2	-6
15) COc1ccc(CNC(=O)c2cnn3c(C)c(Cc4ccccc4C)c(C)nc23)cc1
  -0.1	-0.6	0	-6
16) COc1ccc2[nH]cc(CCn3ccc(=O)c4c3CCCC4)c2c1
  0.1	0.4	-1	9
17) O=C(Nc1cccc(-c2cn3c(n2)SCC3)c1)c1cccc(F)c1
  0.0	1.6	0	0
18) COc1cccc(CNC(=O)Nc2ccc(Cl)c(Cl)c2)c1
  -0.1	0.0	-12	8
19) COCCN(CCOC)S(=O)(=O)c1ccc(C(=O)Nc2ncc(S(=O)(=O)c3ccc([N+](=O)[O-])cc3)s2)cc1
  0.2	0.6	-6	-8
20) CC(C)N1CCc2nc(SCC(=O)Nc3ccc(F)c(Cl)c3)[nH]c(=O)c2C1
  -0.5	0.5	-1	-13
21) CCCC1CCC(C(=O)Nc2cc3cc([N+](=O)[O-])ccc3oc2=O)CC1 (stereo not given)
  -0.1	0.8	1	-10
22) C/C(=C\C(=O)O)C(=O)Nc1ccc(N2CCOCC2)cc1
  -0.3	-1.4	1	53*
23) CC(=O)CCc1ccc(OCCCSc2ncccn2)cc1
  -0.1	-0.2	-38	1
24) COc1ccc(CN(C(=O)c2ccccc2[N+](=O)[O-])C2CCS(=O)(=O)C2)cc1 (stereo not given)
  0.1	-0.7	12	-3
25) COc1ccc(-n2nc(C(=O)NCC(=O)N3CCN(c4ccccn4)CC3)c3ccccc3c2=O)cc1Cl
  0.4	0.3	-6	15
26) COc1ccc(-c2nc3ncc(-c4ccccc4)nn3c2C)cc1
  0.1	0.9	-9	-1
27) Cc1cc(C)cc(-n2c(C)cn3c4c(=O)n(CC(N)=O)c(=O)n(C)c4nc23)c1
  -0.1	-1.6	-2	-11
28) COC(=O)C1=C(C)NC(=O)NC1c1ccc(-c2ccccc2Cl)o1 (stereo not given)
  -0.3	-0.4	-13	-1
29) C=CCc1cccc(/C=C/C(=O)c2c(O)cc(C)oc2=O)c1O
  -0.1	5.9*	-5	-6
30) COc1ccc2[nH]c(=O)c(=O)[nH]c2c1
  0.0	1.0	12	35
31) CC(C)NC(=O)C(=O)NCCC1CCCCN1S(=O)(=O)c1cccs1 (stereo not given)
  -0.1	0.5	1	-4
32) CCOc1cc(C(=O)Nc2cc(C)c3c(=O)oc4ccccc4c3n2)cc(OCC)c1OCC
  0.0	-0.9	-4	4
33) CCOC(=O)CSc1nc2sc(C(=O)N3CCc4ccccc4C3)c(C)c2c(=O)n1CCc1ccccc1
  0.2	0.5	3	28
34) CN(C)CCCOc1ccc(-c2ccc3c(c2)OCO3)cn1
  -0.3	0.1	-23	4
35) COc1cc([N+](=O)[O-])ccc1NC(=O)CSc1nnc(C)s1
  0.3	0.3	18	1
36) CC(CCc1ccccc1)NC(=O)c1ccccc1C(=O)O (stereo not given)
  0.1	-0.9	2	7
37) Cc1nc2cc(C(=O)OCC(=O)Nc3ccc(C#N)cc3)ccc2n1-c1ccccc1
  -0.1	-1.0	-1	4
38) CC[C@H](C)[C@@H]1NC(=O)[C@H]2CN(C(=O)c3ccc(-c4ccccc4)cc3)CCN2C1=O
  -0.2	0.7	2	-10
39) CCCCn1c(SCC(=O)Nc2nn(-c3ccccc3)nc2C(N)=O)nc2c1c(=O)n(C)c(=O)n2C
  0.3	-0.4	7	7
40) O=C(NCc1nc(-c2ccccc2)no1)c1cc(Br)ccc1Cl
  0.0	5.3*	7	3
41) Cc1ccccc1NS(=O)(=O)c1nnc(NC(=O)CCc2ccccc2)s1
  0.2	-2.3	0	6
42) Cc1cccc(C(=O)NC(N2CCCCC2c2cccnc2)(C(F)(F)F)C(F)(F)F)c1 (stereo not given)
  -0.1	-0.2	11	2
43) Cc1ccc(NC2CC(=O)N(CCc3ccccc3)C2=O)cc1 (stereo not given)
  -0.1	0.7	-15	9
44) COc1ccc(CNCc2c(C(=O)O)c(C)n(Cc3ccc(F)cc3)c2C)cc1
  -0.1	-0.5	0	20
45) Cc1ccc(CNC(=O)c2nccnc2C(=O)O)cc1
  0.2	-0.1	3	16
46) Cc1c(O)ccc(C(=O)Cc2ccc(F)cc2)c1O
  0.0	0.7	-61	9
47) CC(=O)Nc1cc(C)c(C)c(NC(C)=O)c1
  0.5	-0.2	-6	16
48) CCN1CCN(c2ccc([N+](=O)[O-])cc2S(=O)(=O)Nc2ccc(Cl)cc2)CC1
  0.1	-1.2	-5	18
49) COc1ccc(NC2CCCCC2NS(=O)(=O)c2ccccc2)cc1 (stereo not given)
  -0.4	0.6	-4	9
50) COc1cc(C)c(C)cc1S(=O)(=O)n1ccnc1C
  0.0	0.8	-2	4
51) COc1cc2c(cc1NC(=O)C(C)(C)C)oc1ccccc12
  -0.2	0.6	-58	-10
52) CC(C)N/C=C(/c1cc(O)ccc1O)[N+](=O)[O-]
  -0.3	1.5	11	16
53) C=CCn1c(N)cc(=O)nc1SCC(=O)Nc1nc(CC(=O)OCC)cs1
  -0.1	-1.1	13	-2
54) OCCNCc1cccc(OCc2ccc(Cl)cc2)c1
  -0.2	0.8	-4	3
55) COc1ccccc1-n1nc(C(=O)Nc2c(F)cccc2F)c2ccccc2c1=O
  0.1	0.0	0	9
56) Cc1cccc(-n2c(=O)[nH]c3c(C(N)=O)nc(-c4ccc(C)o4)nc32)c1
  0.9	1.3	0	7
57) CN(CC(=O)Nc1ccccc1)S(=O)(=O)c1cccc([N+](=O)[O-])c1
  0.2	2.2	-6	-6
58) Cc1ccc2c(c1)-c1c(cnn1CC(=O)NCCN1CCN(Cc3ccccc3)CC1)CO2
  -0.2	1.4	1	0
59) Nc1ncnc(N/N=C/c2cc3ccccc3nc2Cl)c1[N+](=O)[O-]
  0.1	-0.6	-29	5
60) O=C(Nc1c2c(nn1-c1ccc(Cl)cc1)CSC2)c1cc2ccccc2oc1=O
  -0.1	-1.3	-5	6

Part of the list above, with one line to a screen.
56. Cc1cccc(-n2c(=O)[nH]c3c(C(N)=O)nc(-c4ccc(C)o4)nc32)c1
45. Cc1ccc(CNC(=O)c2nccnc2C(=O)O)cc1
48. CCN1CCN(c2ccc([N+](=O)[O-])cc2S(=O)(=O)Nc2ccc(Cl)cc2)CC1
49. COc1ccc(NC2CCCCC2NS(=O)(=O)c2ccccc2)cc1 (stereo not given)
assay / entry | 56 | 45 | 48 | 49
FBW7 activator | 0.9 | 0.2 | 0.1 | -0.4
GPR151 ag | 1.3 | -0.1 | -1.2 | 0.6
TEAD-YAP block | 0 | 3 | -5 | -4
MITF primary | 7 | 16 | 18 | 9

The listing continues:
Results follow in this order: FBW7 activator	GPR151 ag	TEAD-YAP block	MITF primary
61) COCC(C)NC(=O)[C@H]1C[C@@H](c2cccs2)NS(=O)(=O)N1C (stereo not given in full)
  0.5	-0.4	9	18
62) O=C(N/N=C/C(Br)=C/c1ccccc1)c1ccccc1[N+](=O)[O-]
  0.2	0.0	-8	13
63) COc1ccc(-c2noc(-c3cccc(C)c3)n2)cc1
  -0.1	3.8	-55	-9
64) CCOC(=O)c1sc(=NC(=O)c2ccc(S(=O)(=O)N3CC(C)OC(C)C3)cc2)n(C)c1C (stereo not given)
  0.3	-0.1	-3	4
65) O=C(N/N=C/c1ccc2c(c1)OCO2)C(O)(c1ccccc1)c1ccccc1
  -0.1	1.1	-12	-4
66) O=C(CCc1ccccc1)Nc1ccc(-c2nc3ccccc3c(=O)o2)cc1
  0.0	0.3	18	2
67) O=C(CC1(O)C(=O)Nc2ccccc21)c1ccc(Cl)s1 (stereo not given)
  0.0	1.8	14	5
68) Cc1ccc(C(=O)CC2(O)C(=O)N(Cc3ccccc3Cl)c3ccccc32)o1 (stereo not given)
  0.3	0.0	7	8
69) CCOc1ccc(C(=O)Cc2ccc(OC)c(OC)c2)cc1OCC
  -0.1	0.3	-6	9
70) Cc1ccc(N2CC(C(=O)NCc3ccco3)CC2=O)cc1 (stereo not given)
  -0.1	-1.7	-2	4
71) Cc1cc(NC(=O)C(C)Oc2cccc(Cl)c2)no1 (stereo not given)
  0.1	-0.4	2	2
72) COc1cc2nc(CN3CCCCC3c3nccs3)nc(N3CCCC3)c2cc1OC (stereo not given)
  0.1	-0.3	-3	15
73) OCC1OC(Nc2ccc(N=Nc3ccccc3)cc2)C(O)C(O)C1O (stereo not given)
  -0.3	-0.4	-40	-2
74) Cc1ccccc1C(=O)N1CCC(C(=O)N2CCC(C(N)=O)CC2)CC1
  0.1	0.8	-2	-11
75) COc1cc(OC)c(OC)cc1/C=N/n1c(-c2ccccc2)n[nH]c1=S
  0.1	0.1	-8	8
76) COC(=O)C1Cc2c([nH]c3ccccc23)C(c2ccc([N+](=O)[O-])cc2)N1 (stereo not given)
  -0.1	0.8	6	4
77) CC(=O)c1cccc(NC(=O)COc2ccc(C)cc2Br)c1
  0.1	-0.6	-41	5
78) CCOC(=O)Cn1c(C)nc2ccccc21
  0.3	-1.9	13	15
79) Cc1c(C)n(CC(O)CN2C(=O)c3ccccc3S2(=O)=O)c2ccccc12 (stereo not given)
  0.4	2.5	-6	23
80) O=C1c2ccccc2C(=O)N1/N=C/c1cccc(Cl)c1Cl
  0.0	-1.8	8	3
81) CN(CCCC(=O)O)S(=O)(=O)c1ccc2c3c(cccc13)C(=O)N2
  0.0	1.1	-3	-4
82) Cc1cccn2c(=O)c3cc(C(=O)N4CCOCC4)c(=N)n(Cc4cccnc4)c3nc12
  -0.3	-0.4	1	40
83) O=C(Nc1ccc2[nH]ncc2c1)C1CCN(C(=O)[C@H](O)COc2ccc(Br)cc2)C1 (stereo not given in full)
  1.5	2.5	-7	4
84) O=C1NC2(CCN(C(=O)c3cc(C4CC4)nc4ccccc34)CC2)Nc2ccccc21
  0.1	0.2	19	11
85) Cc1ccc(CN2C(=O)C3C(c4ccccc4)C4C=CC3(O4)C2C(=O)NC2CCCC2)cc1 (stereo not given)
  -0.1	3.2	7	3
86) COc1ccc(C(=O)NNS(=O)(=O)c2cccc([N+](=O)[O-])c2)cc1
  0.0	1.6	-3	10
87) CCN(CC)CCOC(=O)/C(C#N)=C\c1ccc(-c2cccc([N+](=O)[O-])c2)o1
  0.0	-6.2	8	-12
88) C=CCNC(=S)NNC(=O)c1cccc(Br)c1
  0.7	-0.5	-8	8
89) Cc1ccc(-c2nnn(CC(=O)N(CC(=O)NC3CCCC3)c3ccc(F)cc3)n2)o1
  0.1	0.5	-3	8
90) CCCCOc1ccc(C2=N/C(=C\c3ccc(Cl)cc3Cl)C(=O)O2)cc1
  0.1	1.1	8	5
91) NC1=NC(=O)/C(=C\c2cccc(Cl)c2Cl)S1
  0.2	0.5	6	0
92) CN1CCN(Cc2cc([N+](=O)[O-])c3cccnc3c2O)CC1
  -0.1	0.3	7	76*
93) Cc1cc(C)c2c(-n3cccc3)c(C(=O)NCc3ccccn3)sc2n1
  0.1	-0.9	-1	9
94) CC/C(C)=N\NC(=O)COc1ccccc1C
  0.1	-0.1	-16	-4
95) COc1ccccc1CNC(=O)c1nccnc1C(=O)O
  0.2	-1.5	-13	9
96) COc1ccc(CCNc2cc(C)nc(NCc3cccnc3)n2)cc1
  0.2	-0.2	-6	12
97) COc1nc(Nc2ccc(Cl)cc2)nc(NC2CCCCC2)n1
  0.1	0.2	0	-1
98) O=C(COc1ccc(Cl)cc1)Nc1ccccc1Cl
  0.0	-0.1	-41	3

Screens (PubChem BioAssay)
